Screening results deposited in PubChem BioAssay by several laboratories.
pCIP destab – p/CIP-EGFP fusion destabilizers, primary screen, fluorescence, F442A cells | actives 0.01% (n = 290,000) | 16 h | AID 1984, 2009 | decrease of EGFP signal, % at 10 µM;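 active = EGFP signal decrease of at least 30% at 10 µM or well 3 SD below plate mean, unless failing retest; inactive = the rest, including hits failing retest or dose response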; note: some compounds called inactive have numbers as strong as hits; many of its hits are not listed in these tables
IMP-1 inh – IMP-1 metallo-beta-lactamase inhibitors, primary screen, biochemical, epi-absorbance readout, Pseudomonas aeruginosa enzyme; metallo-beta-lactamase IMP-1 (Pseudomonas aeruginosa); AID 1556, 2009; purified IMP-1, nitrocefin hydrolysis, epi-absorbance fluorescence; inhibition, % at 5.6 µM; actives 0.45% (n = 290,000);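 active = inhibition above the mean plus 3 SD of all compounds in the same screening run, cut at about 4.5% in these data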;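 note: 0% = IMP-1 with DMSO and 100% = DMSO wells lacking enzyme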
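system = purified recombinant IMP-1 beta-lactamase | amount = 0.2 nM IMP-1, as dispensed | medium = HEPES buffer pH 7.1 with ZnSO4 and Brij 35 | times = 25 °C, 15 min preincubation, 25 min reaction | detection = plate fluorescence quenching by hydrolysis product, ex 480/em 530 nm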
NALP1 yeast inh – NALP1 inflammasome inhibitors in reconstituted yeast, colorimetric, S. cerevisiae, triplicate retest | S. cerevisiae NALP1/ASC/caspase-1 growth, X-gal OD620, 72 h | inhibition, % at 10 µM | actives 0.61% (n = 280,000); in the data active = inhibition mostly above about 24%, no sharp cut-off; inactive = mostly below about 32%; note: some compounds called inactive have numbers as strong as hits
IDE cell inh – human IDE inhibitors in live cells, primary screen, fluorescence polarization, HEK cells, FAbetaB substrate. AID 434962, 2010. inhibition, % at 5.59 µM. FAbetaB cleavage. actives 0.41% (n = 320,000). Insulin-degrading enzyme (Homo sapiens), P14735;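 active = percent inhibition above the average of all tested compounds plus 3 SD, set per screening campaign, cut at about 16% in these data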;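 note: IDE supplied by intact live HEK cells; FP after avidin binding of uncleaved biotin substrate so inhibition keeps polarization high; 0% = DMSO wells and 100% = 60 µM reference IDE inhibitor Ii1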
Target sequence (P14735 whole entry, looked up): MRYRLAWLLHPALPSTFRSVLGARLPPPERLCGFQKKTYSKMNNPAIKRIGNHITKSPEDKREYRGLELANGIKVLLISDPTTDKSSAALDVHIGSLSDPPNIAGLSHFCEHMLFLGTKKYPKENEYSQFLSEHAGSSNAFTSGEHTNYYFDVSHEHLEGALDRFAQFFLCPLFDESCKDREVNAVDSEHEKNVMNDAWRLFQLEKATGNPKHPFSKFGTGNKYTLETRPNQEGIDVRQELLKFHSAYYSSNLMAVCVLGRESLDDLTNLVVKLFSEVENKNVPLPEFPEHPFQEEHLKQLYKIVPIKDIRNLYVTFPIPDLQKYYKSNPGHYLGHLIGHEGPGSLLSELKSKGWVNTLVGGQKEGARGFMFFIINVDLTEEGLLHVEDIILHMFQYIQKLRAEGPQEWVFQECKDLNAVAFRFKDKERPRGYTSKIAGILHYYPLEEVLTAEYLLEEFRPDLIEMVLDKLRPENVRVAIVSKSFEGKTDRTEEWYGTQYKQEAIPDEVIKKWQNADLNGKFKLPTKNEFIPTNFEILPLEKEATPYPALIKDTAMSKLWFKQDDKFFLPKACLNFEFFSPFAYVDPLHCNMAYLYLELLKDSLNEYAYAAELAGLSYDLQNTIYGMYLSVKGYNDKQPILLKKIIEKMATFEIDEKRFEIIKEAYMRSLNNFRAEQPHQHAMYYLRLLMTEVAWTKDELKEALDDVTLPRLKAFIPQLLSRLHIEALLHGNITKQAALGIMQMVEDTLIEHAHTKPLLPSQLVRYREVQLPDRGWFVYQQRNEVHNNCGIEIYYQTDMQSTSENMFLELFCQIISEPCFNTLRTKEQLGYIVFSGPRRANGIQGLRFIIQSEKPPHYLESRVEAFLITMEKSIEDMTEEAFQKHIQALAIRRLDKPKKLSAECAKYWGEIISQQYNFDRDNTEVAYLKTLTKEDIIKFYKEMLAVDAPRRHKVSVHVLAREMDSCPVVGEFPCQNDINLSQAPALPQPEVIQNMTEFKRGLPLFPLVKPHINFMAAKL
IDE act – human IDE activators in live cells, primary screen, fluorescence polarization, HEK cells, FAbeta-B substrate; FAbeta-B cleavage; 0% vehicle, 100% cell-free pure enzyme wells; activation, % at 5.96 µM; AID 493087, 2011; actives 0.073% (n = 340,000);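 active = activation above the mean of all tested compounds plus 3 SD, set per screening campaign, cut at about 17% in these data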
PHOSPHO1 block – PubChem AID 1565. Phosphoethanolamine/phosphocholine phosphatase (Homo sapiens), Q8TCT1. recombinant PHOSPHO1, absorbance phosphatase assay. inhibition, % at 13.3 µM. actives 1.1% (n = 290,000); in the data active = inhibition above about 60%
GPR7 antagonist – GPR7 receptor antagonists, primary screen, cell-based, fluorescence, single concentration. GPR7-expressing cells, fluorescence antagonist assay. actives 1.1% (n = 290,000). Neuropeptides B/W receptor type 1 (Homo sapiens), P48145. inhibition, % at 4.4 µM; in the data active = inhibition above about 16%, passing the limit was not always enough;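 note: cells stimulated with the agonist NPW; 0% = agonist with vehicle and 100% = vehicle without agonist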
PfM18AAP inh – PfM18AAP inhibitors, malaria aminopeptidase, primary screen, biochemical, QFRET, recombinant enzyme. M18 aspartyl aminopeptidase (Plasmodium falciparum 3D7). H-Glu-NHMec fluorogenic cleavage. actives 1.2% (n = 290,000). inhibition, % at 7.35 µM;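 active = inhibition above the campaign mean inhibition over all tested compounds plus 3 SD, cut at about 28% in these data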;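 note: 0% = plate median of test compound wells and 100% = 2 mM ZnCl2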
VIM-2 inh – VIM-2 metallo-beta-lactamase inhibitors, primary screen, biochemical, epi-absorbance readout, Pseudomonas aeruginosa enzyme. purified VIM-2, nitrocefin hydrolysis, epi-absorbance fluorescence. inhibition, % at 5.6 µM. actives 0.89% (n = 290,000);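 active = inhibition above the mean of all tested compounds plus 3 SD, cutoff set per screening run, cut at about 7.5% in these data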;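 note: red hydrolysis product quenches plate fluorescence so inhibitors raise well fluorescence; 0% = enzyme with DMSO and 100% = DMSO without enzyme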
The depositor's hits bear a star; x = no result given.

SMILES	pCIP destab	IMP-1 inh	NALP1 yeast inh	IDE cell inh	IDE act	PHOSPHO1 block	GPR7 antagonist	PfM18AAP inh	VIM-2 inh
Cc1nc2ccccc2cc1C(=O)N/N=C/c1ccccc1[N+](=O)[O-]	-5	-2.9	25	3	2	-9	-1	2	-2.7
CCOC(=O)c1c(NC(=O)c2c(Br)cnn2CC)sc(C)c1C	-6	3.8	-10	3	3	-32	7	10	2.5
C=CCc1ccccc1OCC(O)CNC (stereo unspecified)	-19	1.4	0	-1	5	5	10	-2	-1.9
CCOC(=O)C1=C(C)NC(=O)NC1c1c(OCC(=O)N2CCCCC2)ccc2ccccc12 (stereo unspecified)	-9	-3.2	10	2	-1	-23	-2	-3	-0.1
CCOC(=O)N1CCN(C(=O)CCC(=O)N2CCOc3ccc(C)cc32)CC1	-10	-3.7	-27	5	3	6	-5	-2	-3.2
CS(=O)(=O)N(CC(=O)NCc1ccco1)c1cccc([N+](=O)[O-])c1	-7	-3.2	17	-1	1	29	-8	9	-4.0
CCOc1ccc(N(C(=O)c2snc(C(N)=O)c2N)C(C(=O)NCC2CCCO2)c2ccc(C)o2)cc1 (stereo unspecified)	-5	-2.1	-6	x	6	22	-17	5	-3.6
CCOc1ccc2nc(NC(=O)c3ccco3)sc2c1	-4	0.9	18	-3	0	24	-14	-7	1.1
COc1ccc(-c2cc(C(=O)NCC3CCCO3)c3cc(C(C)C)ccc3n2)cc1 (stereo unspecified)	-32	1.7	24	1	5	24	-17	5	-2.8
N#CCCN1CCC(NC(=O)OCc2ccccc2)CCC1=O (stereo unspecified)	11	-0.6	13	-1	3	-30	0	2	0.9

Taken from the entries so far (4 entries):
SMILES	pCIP destab	IMP-1 inh	NALP1 yeast inh	IDE cell inh	IDE act	PHOSPHO1 block	GPR7 antagonist	PfM18AAP inh	VIM-2 inh
CCOC(=O)c1c(NC(=O)c2c(Br)cnn2CC)sc(C)c1C	-6	3.8	-10	3	3	-32	7	10	2.5
C=CCc1ccccc1OCC(O)CNC (stereo unspecified)	-19	1.4	0	-1	5	5	10	-2	-1.9
CCOC(=O)C1=C(C)NC(=O)NC1c1c(OCC(=O)N2CCCCC2)ccc2ccccc12 (stereo unspecified)	-9	-3.2	10	2	-1	-23	-2	-3	-0.1
CCOC(=O)N1CCN(C(=O)CCC(=O)N2CCOc3ccc(C)cc32)CC1	-10	-3.7	-27	5	3	6	-5	-2	-3.2

Carrying on.
SMILES	pCIP destab	IMP-1 inh	NALP1 yeast inh	IDE cell inh	IDE act	PHOSPHO1 block	GPR7 antagonist	PfM18AAP inh	VIM-2 inh
CC(C)NC(=O)[C@@H]1C[C@@]1(C)[C@@H](NC(=O)OCc1ccccc1)c1ccccc1	4	-1.1	26	0	1	1	-7	-4	1.8
COCCN1C=C(C(=O)OC)C(c2cc3c(cc2Br)OCO3)C(C(=O)OC)=C1	-30	-3.5	11	1	x	-10	9	4	-2.8
Cc1ccc(NC(=S)N=Nc2c(O)n(C)c3ccc(S(=O)(=O)N4CCOCC4)cc23)cc1	-7	-4.0	10	x	-6	2	-9	9	-1.6
Cc1cc(C)c(NC(=O)c2ccc3c(c2)CCN3S(C)(=O)=O)c(C)c1	-28	-1.0	18	-1	-2	46	-12	9	-1.7
COc1ccc(/C=N/NC(=O)CNC(=O)/C=C/c2ccco2)cc1OC	-5	-0.6	4	3	-2	38	-6	8	-3.5
CC(=O)N(CCCN(C)C)Cc1ccccn1	-19	-2.5	0	3	5	-8	-11	-3	-1.4
Cc1ccc(S(=O)(=O)N(C)Cc2ccc(-c3nnco3)cc2)cc1	4	-1.1	-1	-1	7	-5	26*	-2	-1.5
CC[C@@]12C(=O)N(c3cccc(C)c3)C(=O)N1[C@H](c1ccc(Br)cc1)[C@@H]1C(=O)N(C(C)(C)C)C(=O)[C@@H]12	6	-2.3	10	0	7	15	-3	4	0.2
Cc1cc(Br)cc(/C=N/NC(=O)c2ccc3c(c2)OCO3)c1O	5	-1.1	-3	3	-1	8	2	13	-1.9
Cn1c(=O)c2c(nc(SCC(=O)NCC3CCCO3)n2Cc2ccc(F)cc2)n(C)c1=O (stereo unspecified)	-16	-2.3	2	1	2	32	-22	-1	1.2
CCc1ccc(/C=C2\SC(N3CCCC3)=NC2=O)cc1	-11	-2.9	-7	2	-1	51	-7	9	1.5
O=C(O)CN1C(=O)/C(=C\c2ccccc2OCc2ccc(Cl)cc2)SC1=S	4	-0.5	-2	3	7	16	-20	10	0.0
O=C(NCc1ccccn1)Nc1cccc([N+](=O)[O-])c1	-20	-4.0	10	1	3	8	-11	1	-2.6
O=C(O)CCCNS(=O)(=O)Cc1ccccc1	-10	-1.5	36	-5	0	0	-14	0	-2.2
COc1ccc(N(C(=O)CNC(=O)c2cccs2)C(C(=O)NC2CCCC2)c2cccnc2)cc1 (stereo unspecified)	-18	-1.2	19	8	8	37	3	-2	-2.3
O=C(COC(=O)c1cccc(O)c1)NCc1ccc2c(c1)OCO2	-18	-2.6	1	0	0	20	-17	-2	-2.5
CC(CN1CCOCC1)OC(=O)COc1ccc(F)cc1 (stereo unspecified)	-7	-3.7	14	-2	1	-2	-7	-2	-4.4
CCn1c(CSCc2ccc(F)cc2)nnc1SCC(=O)N1CCN(c2ccccc2)CC1	2	-5.0	31	0	-3	39	-2	1	-4.3
N#C/C(C(=O)NCc1ccccc1)=C1\SC(CCO)C(=O)N1c1ccccc1 (stereo unspecified)	9	-2.8	0	-5	3	-1	-7	3	-2.3
Cc1ccc(-c2nc3c(c(=O)[nH]c(=O)n3Cc3ccccc3)n2C)s1	-7	-2.1	-96	-1	x	-8	-12	-16	-3.7
CC(C)CC(C(=O)NC(C)(C)C)N(CC1CCCO1)C(=O)c1snc(C(N)=O)c1N (stereo unspecified)	-3	-4.0	3	2	12	-1	-5	5	-4.2
CCOCCCNC(=O)c1c(N)n(-c2ccc(S(N)(=O)=O)cc2)c2nc3ccccc3nc12	-2	-3.8	35	2	-3	31	2	-5	-3.1
O=C(NCc1ccccc1)C1CCCN(S(=O)(=O)c2ccc(-n3cnnn3)cc2)C1 (stereo unspecified)	-5	-0.5	26	1	3	13	23*	-6	-0.8
O=C(Oc1ccc2ccc(OC(=O)N3CCCCCC3)cc2c1)N1CCCCCC1	-10	-3.1	18	-5	2	-2	-9	7	-3.4
FC(F)(F)c1cc(-c2ccco2)nc(NCCc2ccccc2)n1	-7	-1.6	9	2	3	37	-12	4	0.4
CN(Cc1nc(CCc2ccccc2)no1)Cc1cccs1	-6	-1.2	8	-2	-3	20	-6	-3	0.2
Nc1nc(COc2ccc(Cl)cc2)cs1	-3	2.3	34	2	1	28	-7	-11	0.6
O=C(CSc1c[nH]c2ccccc12)N1CCOCC1	0	-1.6	13	1	-1	17	-2	2	-0.3
CCCOc1ccc(-c2c(C(=O)N/N=C(\C)c3ccco3)nnn2-c2nonc2N)cc1	-6	-3.2	-24	2	-3	29	-8	7	-2.8
Cc1ccc2nc(N/C(N)=N/S(=O)(=O)c3ccc([N+](=O)[O-])cc3)nc(C)c2c1	-21	-0.7	-26	1	-2	-12	6	-4	-1.8
O=C(NCC1CC1)NC(=O)c1c(F)cccc1Cl	7	-0.7	17	-3	4	27	4	-7	-0.2
CCCOc1ccc(N2C(=O)CC(NCc3cccnc3)C2=O)cc1 (stereo unspecified)	-8	-2.4	11	6	3	26	-7	0	-5.1
COc1ccc(C(=O)NC2CCN(CC(=O)NC3CCCCC3)CC2)cc1	-2	-4.8	3	0	0	32	-8	0	-2.6
Clc1ccc(-c2c[n+](Cc3ccc(Cl)c(Cl)c3)c3n2CCC3)cc1	-1	-3.7	4	x	x	-1	2	-13	-1.7
COc1ccc(-c2cc(-c3cccs3)nc(OC)c2C#N)cc1OC	-57	-2.5	21	-2	1	1	-11	2	-2.1
CCN1CCN(C(=O)c2c(-c3c(Cl)cccc3Cl)noc2C)CC1	-4	-2.2	-5	3	-1	35	-10	3	-1.8
COc1ccc(-n2nnc3c(SCC(=O)Nc4ccc5c(c4)OCCO5)ncnc32)cc1	-9	-2.4	-3	4	x	10	-1	-5	-0.7
Cc1nn(CC(=O)Nc2ccc(C(=O)N3CCCCC3)cc2)c(=O)c2ccccc12	4	-6.4	x	0	3	6	-5	5	-4.2
Cc1cccc(-n2ncc3c2CCCC3NC(=O)CCN2CCCCO2)c1C (stereo unspecified)	-3	-2.3	-3	-5	-3	33	-5	2	0.1
Cc1cccc(NC(=S)N(CCN2CCOCC2)Cc2cc3cc4c(cc3[nH]c2=O)OCO4)c1	-10	-0.7	13	1	3	40	-3	2	-1.7
COc1ccc(C(=O)Cc2ccc(F)cc2)c(OC)c1	-3	-3.3	38	-1	4	-1	-5	0	-0.2
C/C(=N\NC(=S)NCCc1ccccc1)c1cccs1	-13	-5.2	31	-2	0	-13	-11	5	-5.4
C=C(C)C(=O)Nc1cccc(C2=NOC3(C2)C[C@H](C(N)=O)N(C(=O)CC#N)C3)c1 (stereo partly specified)	-16	x	23	3	x	31	x	x	x
CCS(=O)(=O)C1=NN2C(=N)/C(=C\c3ccc(OS(=O)(=O)c4ccccc4)cc3)C(=O)N=C2S1	-13	-0.2	-5	6	6	38	9	6	-1.0

Random excerpt: five records from the list
SMILES	pCIP destab	IMP-1 inh	NALP1 yeast inh	IDE cell inh	IDE act	PHOSPHO1 block	GPR7 antagonist	PfM18AAP inh	VIM-2 inh
O=C(CSc1c[nH]c2ccccc12)N1CCOCC1	0	-1.6	13	1	-1	17	-2	2	-0.3
CCOc1ccc2nc(NC(=O)c3ccco3)sc2c1	-4	0.9	18	-3	0	24	-14	-7	1.1
CC[C@@]12C(=O)N(c3cccc(C)c3)C(=O)N1[C@H](c1ccc(Br)cc1)[C@@H]1C(=O)N(C(C)(C)C)C(=O)[C@@H]12	6	-2.3	10	0	7	15	-3	4	0.2
CCCOc1ccc(N2C(=O)CC(NCc3cccnc3)C2=O)cc1 (stereo unspecified)	-8	-2.4	11	6	3	26	-7	0	-5.1
Cc1ccc(S(=O)(=O)N(C)Cc2ccc(-c3nnco3)cc2)cc1	4	-1.1	-1	-1	7	-5	26*	-2	-1.5
